ERG-DNA inh: inhibitors of human ERG Ets domain-DNA interaction; fluorescence polarization, His-ERG Ets domain / labelled DNA; Potency, µM (series often up to 76.9 µM), without a hit: top-dose FP activity, negative = inhibition, actives largely listed as inhibitors; actives 0.028% (n = 370,000); AID 624246; active = well fitted inhibition curve with a large enough effect in the polarisation, with a control signal flat; inconclusive = small, poorly fitted or top-dose-only effect, or effect the other way, or a change in a side signal; inactive = no such curve, though single readings can be large or run the other way; the % refers to the polarisation;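 also: polarization taken with two DNA probes labelled with fluorescein and Texas red; potency is read from the fitted curve at half-maximal effect; % of control where 0% means no effect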
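His-tagged ERG Ets domain (1 uM in the protein solution; 300mM KCl, 50mM Tris-HCl, 1mM EDTA, 1mM DTT, pH 7.5) received compound, then a probe mix of 5 nM fluorescein-DNA and 100nM Texas-615-DNA. Fluorescence polarization was read for both dyes.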
Apoferritin bind: binds horse apoferritin like a general anesthetic; P02791; apoferritin/1-aminoanthracene competitive binding, fluorescence; Potency, µM (titrated, usually from 77.5 µM), without a hit: at the top dose activity change, negative = displacement, most hits filed as inhibitors; actives 0.074% (n = 350,000); also: potency is read from the fitted curve at half-maximal effect; % is scaled to controls: 0 for no effect and ±100 for the full control effect; nearly all actives have a fitted effect of over 20% in size
Target sequence (P02791 2-175 limits assumed): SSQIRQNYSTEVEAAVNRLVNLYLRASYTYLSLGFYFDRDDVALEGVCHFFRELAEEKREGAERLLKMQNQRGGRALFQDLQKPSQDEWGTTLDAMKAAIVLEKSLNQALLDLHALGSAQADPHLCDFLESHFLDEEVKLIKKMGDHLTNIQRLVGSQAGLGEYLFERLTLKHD
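Probe: 1-aminoanthracene (50% saturated, PBS). Protein: horse-spleen apoferritin, 10 uM. Incubation: 10 min, room temperature. Detection: 380 nm excitation, 535 nm emission. Analysis: normalized response, four-parameter Hill.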
APEX1 inh: APE1 (human) endonuclease inhibition; recombinant APE1, TAMRA/BHQ-2 abasic DNA cleavage fluorescence; actives 0.35% (n = 350,000); AID 2517; P27695; Potency, µM (series often up to 65.8 µM), for the others: at the top dose activity change, negative = inhibition, actives largely listed as inhibitors;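 also: potency is read from the fitted curve at half-maximal effect; plate controls were vehicle for no effect and reference inhibitor for full effect; nearly all actives have a fitted effect of over 55% in size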
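0.75 nM APE1 + cpd, 15 min RT; start w/ 50 nM TAMRA/BHQ-2 THF-abasic dsDNA; kinetic fluor 525/598 nm ×3 reads @60 s; Δ(read3−read1); normalized to DMSO and NSC13755 control wells.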
Pol beta inh: blocks human DNA polymerase beta activity; Pol beta primer extension/strand displacement, fluorescence kinetic; Potency, µM (top dose mostly 114 µM), inactives show top-dose activity change, negative = inhibition, hits mostly inhibitors; actives 1.3% (n = 340,000); AID 485314; also: potency is read from the fitted curve at half-maximal effect; % is scaled to controls: 0 for no effect and ±100 for the full control effect
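Enzyme-only controls used 10 nM Pol beta; buffer lacking enzyme served as negative control. Compound preincubated 15 min, then 50 nM substrate added; 0 and 10 min reads at room temperature.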
12-LOX inh: ALOX12 (human) lipoxygenase inhibition; P18054; purified 12hLO, xylenol orange hydroperoxide absorbance; Potency, µM (top dose mostly 108 µM), for inactives: at the highest dose activity change, negative = inhibition, actives largely listed as inhibitors; actives 1.1% (n = 580,000); AID 1671190; also: potency is read from the fitted curve at half-maximal effect; % is scaled to controls: 0 for no effect and ±100 for the full control effect
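Purified human 12hLO (150 nM final) in 25 mM Hepes, 0.01% Triton X-100, pH 7.0 was preincubated 15 min at room temperature with compound. Then 40 uM arachidonic acid was added, 30 min. Hydroperoxide was read by Fe-XO absorbance ratio 573/405 nm.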
RGS4 inh: blocks human RGS4-accelerated GTP hydrolysis | P49798 | Transcreener GDP fluorescence polarization, RGS4-accelerated GTP hydrolysis | Potency, µM (titrated, usually from 114 µM), without a hit: at the top dose activity change, negative = inhibition, hits mostly inhibitors | actives 0.039% (n = 390,000) | AID 504845; also: potency is read from the fitted curve at half-maximal effect; % is scaled to controls: 0 for no effect and ±100 for the full control effect; nearly all actives have a fitted effect of over 75% in size; some results filed as inactive show a strong effect at the top dose
Target sequence (P49798 whole entry, looked up): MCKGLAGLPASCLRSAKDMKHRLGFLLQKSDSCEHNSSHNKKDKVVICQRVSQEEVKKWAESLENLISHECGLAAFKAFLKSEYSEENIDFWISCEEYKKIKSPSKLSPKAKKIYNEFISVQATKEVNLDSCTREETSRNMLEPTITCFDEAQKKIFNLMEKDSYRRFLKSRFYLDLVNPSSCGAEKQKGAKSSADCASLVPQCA
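MLSMR compounds (23 nl, pin-transferred) preincubated 10 min at room temperature with a 500nM (2x) first reagent, then RGS4 at 900nM (2x) plus Transcreener GDP mix added; fluorescence polarization (620/688 nm) read before and after 90 min at 30 °C.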
LDHA block: LDHA (human) enzyme inhibition. purified LDHA, NADH/diaphorase-resazurin fluorescence; stronger effect = lower value. actives 0.15% (n = 480,000). P00338. activity change, % (values are at about 110 or 230 µM); in the data active = activity change below about -30%; inconclusive = mostly about -25% to -30%;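 also: plate controls were DMSO wells for no effect and wells without enzyme for full effect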
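Remaining NADH was detected by diaphorase (0.133 mg/mL) converting 37 µM resazurin to fluorescent resorufin, read at 0 and 20 minutes. The preceding 5-minute room-temperature reaction used 2 nM LDHA, 0.2 mM sodium pyruvate and 0.06 mM NADH at pH 7.4.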
Pol kappa inh: inhibitors of human DNA polymerase kappa. Q9UBT6. purified Pol kappa, fluorescent DNA synthesis assay, 10 min. Potency, µM (titrated, usually from 107 µM), for inactives: at the top dose activity, negative = inhibition, most hits filed as inhibitors. actives 0.53% (n = 400,000); also: potency is read from the fitted curve at half-maximal effect; % is scaled to controls: 0 for no effect and ±100 for the full control effect
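First, compounds were pin-transferred onto 10 nM Pol kappa. After 15 min at room temperature, substrate was added to 50 nM final. Fluorescence was then measured kinetically at 0 and 10 min.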
POLH inh: inhibitors of human DNA polymerase eta | AID 588591 | recombinant Pol eta, fluorescent DNA replication assay | Potency, µM (top dose mostly 114 µM), without a hit: top-dose activity change, negative = inhibition, actives largely listed as inhibitors | Q9Y253 | actives 1.2% (n = 390,000); also: potency is read from the fitted curve at half-maximal effect; % is scaled to controls: 0 for no effect and ±100 for the full control effect
Target sequence (Q9Y253 whole entry, looked up): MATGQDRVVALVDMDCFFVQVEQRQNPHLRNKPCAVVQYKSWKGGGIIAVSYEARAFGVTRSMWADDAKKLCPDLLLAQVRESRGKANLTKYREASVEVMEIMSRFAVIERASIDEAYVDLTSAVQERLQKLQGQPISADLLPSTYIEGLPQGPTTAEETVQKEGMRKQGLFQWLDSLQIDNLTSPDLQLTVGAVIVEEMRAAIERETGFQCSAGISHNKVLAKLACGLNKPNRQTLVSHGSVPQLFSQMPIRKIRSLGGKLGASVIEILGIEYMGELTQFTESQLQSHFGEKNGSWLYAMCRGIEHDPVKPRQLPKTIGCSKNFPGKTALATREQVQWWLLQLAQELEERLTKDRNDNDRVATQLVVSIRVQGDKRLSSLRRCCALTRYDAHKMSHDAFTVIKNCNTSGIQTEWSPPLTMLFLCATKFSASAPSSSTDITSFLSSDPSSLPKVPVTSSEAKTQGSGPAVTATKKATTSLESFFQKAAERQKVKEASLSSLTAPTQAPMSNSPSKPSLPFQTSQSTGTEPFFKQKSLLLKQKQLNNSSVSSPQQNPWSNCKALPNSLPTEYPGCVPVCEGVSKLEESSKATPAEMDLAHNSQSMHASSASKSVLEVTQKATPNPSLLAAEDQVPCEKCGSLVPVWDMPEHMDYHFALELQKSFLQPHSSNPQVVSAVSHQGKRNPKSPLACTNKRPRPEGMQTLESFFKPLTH
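Pol eta (10 nM) was preincubated with compounds for 15 min at room temperature, after which fluorescent replication substrate (50 nM final) was added to start the reaction. Fluorescence was read kinetically at 0 and 10 min.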
Numbers without * were called inactive; ? = inconclusive; . = not tested or not shown; & = joins results of further samples; [ ] = another dose, or the depositor's remark. Unless noted, calls follow the shape of the dose curve; as a rule, active = well fitted curve in the direction sought with a large enough effect; inconclusive = small, poorly fitted or top-dose-only effect, or another doubt; inactive = no such curve, though single readings can be large; an effect the other way counts as inactive or inconclusive.

Molecule,POLH inh,APEX1 inh,ERG-DNA inh,LDHA block,Pol kappa inh,RGS4 inh,Apoferritin bind,12-LOX inh,Pol beta inh
CC1CCCC(C)N1C(=O)Cn1nnc(-c2ccc([N+](=O)[O-])cc2)n1 (centres undefined),-22%,-3%,6%,-2,-1%,5%,?,24%,22%
CC(=O)c1ccc(NC(=O)c2nc3ccccc3nc2N2CCCCC2)cc1,-19%,.,1%,-7,-9%[60.1 µM],17%,-22%,-1%,6%
O=C(CSc1n[nH]c(-c2ccccn2)n1)Nc1ccccc1F,2%,8%,-6%,6,-4%,12%,-14%,1%,100%
Cc1cc(C(=O)NNC(=S)NCc2ccccc2)cs1,-14%,13%,-5%,-3,-4%,-19%,-4%,-20%,25%
CCCCCCC(C)n1cc(C(C)=O)c(=O)n(C)c1=O (centres undefined),-16%,5%,9%,-3,3%,-8%,1%,-4%,-2%
CCC1C/C(=C/c2cccs2)C(=O)/C(=C/c2cccs2)C1 (centres undefined),-9%,0%,2%,1,-9%,-19%,-15%,?,-21%
CN(C(=O)COC(=O)Cc1ccc(Cl)cc1)C1CCCCC1,-2%,7%,3%,-3,-14%,36%,.,1%,.
Cc1ccc2[nH]c(CSc3nnc(NC(=O)COc4ccccc4)s3)cc(=O)c2c1,-4%,.,-2%,2,-2%[60.1 µM],-11%,-2%,-19%,4%
CCc1ccc(NS(=O)(=O)c2cccs2)cc1,-13%,13%,4%,-11,-1%,19%,?,-28%,0%
COc1ccc(-c2cc(C(F)F)n3ncc(C(=O)N4CCCc5ccccc54)c3n2)cc1,-24%,0%,-6%,-5,-3%,-17%,-11%,5%,0%
O=C1c2ccccc2C(=O)N1c1ncccn1,-3%,-6%,7%,-4,8%,-2%,4%,0%,-6%
CC(=O)N1CCc2cc(S(=O)(=O)NC(CC(C)C)C(=O)NCCc3ccc(C)cc3)ccc21 (centres undefined),-14%,.,-7%,-6,-29%,-6%,?,-23%,0%
Cc1cc(C)c(C)c(S(=O)(=O)N2CCC(C(=O)N(C)Cc3nc4ccccc4c(=O)[nH]3)CC2)c1C,-24%,.,28%,3,-14%,?,.,2%,.
CC(=O)Nc1cc2c(cc1[N+](=O)[O-])-c1ccccc1C2=NO,-2%,.,-3%,-2,-20%,31%,.,-4%,.
CC(=O)N[C@H](Cc1c[nH]c2ccccc12)C(=O)O,-6%,.,1%,2,16%,-5%,.,-9%,.
COc1ccccc1NC(=O)Cn1c(CCC(=O)O)ccc1-c1ccc(C)cc1,-13%,-8%,-20%,-7,-1%,0%,-13%,1%,18%
O=C(CC(c1ccccc1)c1ccccc1)NCC(O)c1ccc([N+](=O)[O-])cc1 (centres undefined),-3%,-2%,5%,6,-12%,11%,6%,-1%,22%
Cc1ccc(/C=C(\C#N)C(=O)NCc2ccco2)o1,-15%,0%,-2%,-1,6%,-26%,-23%,403%[activator],1%
Cc1ccc(-n2c(=O)c(C#N)cc3c(=O)n4ccccc4nc32)cc1,-19%,?,5%,-6,-3%,-11%,104%[activator],-2%,-1%
Oc1ccc(-c2onc(C(F)(F)F)c2-c2cscn2)c(O)c1,-16%,-5%,6%,11,-3%,-20%,-11%,396%[activator],-3%
Cn1cnnc1SCC(=O)Nc1sc2c(c1C#N)CCCCC2,-24%,3%,5%,0,-15%,-24%,3%,?,?
CCOc1ccc(NC(=O)c2cccc(OC(=S)N3CCC(C)CC3)c2)cc1,-10%,-5%,-2%,2,-8%,10%,3%,2%,-3%
CCOC(=O)c1c(C)[nH]c(C(=O)CSc2ccccc2)c1C,?,14%,-1%,-2,3%,-24%,-17%,318%[activator],4%
CCc1cccc2c(-c3ccccc3)nc(SCC(=O)Nc3ccccc3OC)nc12,-15%,.,-2%,3,6%,-28%,-6%,0%,28%
Cc1ccc(-n2c(C)c(C)c3c(NCCO)ncnc32)cc1,0%,2%,8%,-1,-16%,18%,-10%,11%,17%
CCCN=C(Nc1ccc(Cl)cc1)c1cccnc1,-22%,-9%,6%,-7,-3%,-3%,-5%,-23%,20%
O=C(NCc1cccnc1)c1cnc2n(c1=O)CCS2,-4%,27%,1%,0,-20%,4%,15%,-8%,4%
Cc1cc(=O)[nH]c(SCC(=O)C23CC4CC(CC(C4)C2)C3)c1C#N,-1%,1%,-8%,4,-24%,-15%,?,0%,-13%
CCNC(=S)N1CCC(c2nc3cc(C)c(C)cc3[nH]2)CC1,-1%,17%,-5%,-7,-10%,-13%,38%[activator],-22%,37%
Cc1cc(SC2CCOC2=O)nc2ccccc12 (centres undefined),-12%,12%,8%,-13,-4%,-3%,-16%,-2%,41%
COc1cc(S(=O)(=O)NCc2ccncc2)c(OC)cc1C,-18%,6%,1%,-5,-14%,0%,-15%,4%,9%
O=C(O)c1cccc(N2CCCC2=O)c1,-8%,-5%,4%,-10,7%,2%,-7%,-36%,0%
Cc1cc(=O)[nH]c(SCC(=O)Nc2ccc(S(=O)(=O)N3CCOCC3)cc2)n1,10%,-1%,-5%,-4,0%,-11%,-15%,2%,-1%
CCN1C(=O)c2ccccc2Sc2ccc(NC(=O)Nc3ccc(Br)c(C)c3)cc21,-11%,.,3%,-4,-11%[60.1 µM],8%,-3%,-20%,16%
CCc1ccc(C(=O)CN2C(=O)NC3(CCc4ccccc43)C2=O)cc1 (centres undefined),-13%,-4%,4%,-3,-4%,34%,.,-1%,.
C=CCn1c(SCC(=O)Nc2nnc(C)s2)nnc1C1CC1,?,-33%,2%,-4,-33%,26%,-4%,0%,25µM*
COc1ccc(Cl)cc1C=CC=Nc1ccccc1O,8%,.,-26%,15,-11%,-51%,.,?,.
Cc1ccc(NC(=O)COC(=O)c2csc3c2CCC(C)C3)cc1S(=O)(=O)N1CCCCC1 (centres undefined),-13%,-11%,1%,-1,-17%,6%,40%[activator],-19%,-16%
CC(C)C(=O)N1CCN(CCN=CC2=C(O)CC(c3ccco3)CC2=O)CC1 (centres undefined),-7%&4%,3%,-5%&-2%,4&-2,-8%&-18%,-1%&9%,-7%,-8%&-6%,15%
CN(Cc1nc(-c2cnccn2)no1)Cc1cccc2ccccc12,-8%,-1%,-7%,-7,1%,31%,-14%,-13%,-14%

Rewritten with two lines to a compound: part of the list above.
Results follow in this order: POLH inh	APEX1 inh	ERG-DNA inh	LDHA block	Pol kappa inh	RGS4 inh	Apoferritin bind	12-LOX inh	Pol beta inh
> COc1cc(S(=O)(=O)NCc2ccncc2)c(OC)cc1C
  -18%	6%	1%	-5	-14%	0%	-15%	4%	9%
> O=C(O)c1cccc(N2CCCC2=O)c1
  -8%	-5%	4%	-10	7%	2%	-7%	-36%	0%

Further compounds follow:
Molecule,POLH inh,APEX1 inh,ERG-DNA inh,LDHA block,Pol kappa inh,RGS4 inh,Apoferritin bind,12-LOX inh,Pol beta inh
COc1ccccc1C(=O)Nc1ccc(S(=O)(=O)N(C)c2ccccc2)cc1,-9%,.,-3%,0,-2%,-15%,.,0%,.
CC(=O)Nc1ccc(S(=O)(=O)N(c2cccnc2)S(=O)(=O)c2ccc(NC(C)=O)cc2)cc1,-14%,0%,2%,-2,-3%,-16%,-1%,-16%,1%
CCN1C(=O)c2cccc3c(S(=O)(=O)NCc4ccccn4)ccc1c23,-9%,11%,-6%,0,-2%,-10%,.,-20%,8%
COc1ccc(C)cc1NC(=O)Cn1c(=O)c(C(F)(F)F)nc2ccccc21,-19%,.,3%,-4,-11%,-15%,?,-23%,0%
Cc1ccc2nsnc2c1NC(=S)NC(=O)c1ccco1,1%,1%,-3%,15,-22%,-35%,-10%,?,23%
COC(=O)C(Cc1ccccc1)P(=O)(c1ccccc1)c1ccccc1 (centres undefined),-16%,13%,-4%,-8,0%,31%,5%,-16%,-1%
COc1cc(CCC(=O)OCC(=O)c2ccc[nH]2)cc(OC)c1OC,?,-16%,8%,-4,-7%,3%,.,-16%,.
CC(C1CC2CCC1C2)n1c(-c2ccco2)n[nH]c1=S (centres undefined),-8%,-2%,14%,0,5%,?,-12%,?,16%
Cc1ccc(NS(=O)(=O)c2ccccc2)c([N+](=O)[O-])c1,-17%,.,2%,-2,-1%,4%,.,-5%,.
COc1cccc(CNc2nc3nc(C)c(Cl)c(C)n3n2)c1,-2%,5%,-13%,-1,-6%,-7%,-15%,-5%,-1%
Nc1c(S(=O)(=O)c2ccccc2)c2nc3ccccc3nc2n1/N=C/c1ccco1,-11%,-12%,26%,12,-25%,?,-9%,?,-1%
CC(C)CNC(=O)[C@H]1N2C(=O)c3ccccc3C2SC1(C)C (some centres undefined),-8%,-1%,8%,0,-17%,26%,-3%,114%[activator],14%
COc1ccc2c(c1)c(=O)c(C(=O)c1ccccc1)cn2Cc1ccccc1,-14%,2%,-5%,2,7%,-13%,3%,35%,-5%
C=CCNC(=S)NNc1nc(Nc2ccccc2)nc(N2CCCCC2)n1,-9%,-9%,-3%,2,-6%,3%,-15%,?,-25%
CC(=NNC(=O)c1ccncc1)c1ccc(O)cc1O,-17%,.,5%,5,-2%,1%,.,0%,.

Screening data (PubChem)

A portion of the library, so the mix of outcomes need not match the whole.
